Screens as filed in PubChem BioAssay.
KOR beta-arrestin-1 = kappa opioid receptor blockers – cell-based, luminescence, uHTS (AID 1778); KOR beta-arrestin recruitment, luminescence, antagonist mode; higher % means a stronger effect; one-dose inhibition, % at 10 µM; IC50 in µM for titrated hits; actives 0.091% (n = 290,000); note: strong numbers were not always called active
GPR55 LPI antagonism = inhibition of LPI-stimulated GPR55 beta-arrestin translocation – imaging, U2OS, beta-arrestin-GFP, LPI agonist, primary screen (AID 2013); inhibition, % at 10 µM, or IC50 in µM where a hit was titrated; actives 0.13% (n = 290,000); U2OS GPR55 beta-arrestin-GFP translocation imaging, LPI antagonism; higher % means a stronger effect;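 active = spots per cell inhibited over 60%, with over 100 cells counted and total cytoplasm intensity under 500,000; inconclusive = wells with under 100 cells, flagged as likely toxic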;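 note: U2OS cells stably carrying GPR55 and arrestin-GFP stimulated by 5 µM LPI near EC80; imaged beta-arrestin-GFP aggregate spots per cell after agonist stimulation; plate controls were LPI-stimulated DMSO wells for no effect and DMSO wells without LPI for full effect; some results filed as inactive read as strong as hits; confirmed hits need IC50 under 10 µM and bright autofluorescent wells are also inconclusive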
Myeloid diff MLP = myeloid differentiation induction; actives 1% (n = 360,000); ER-HoxA9 myeloid progenitors, lysozyme-GFP differentiation, flow cytometry; calls only at 10 µM;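 active = normalized GFP-positive differentiation at or above the plate's own cutoff, the solvent-only control mean plus 3 SD; inconclusive = no clear call, values can overlap the other calls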;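 note: cells exposed to compound for four days before flow analysis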
NOD1 inhibition = NOD1 signaling inhibitors, primary screen, cell-based, luminescence, uHTS (AID 1578); NOD1-driven NF-kB luciferase reporter cells, luminescence; higher % means a stronger effect; inhibition, % at 4 µM; hits with a dose series show EC50 in µM; actives 1% (n = 290,000); in the data active = inhibition mostly above about 36%, no sharp cut-off; inactive = mostly below about 34%;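 note: HEK-293T reporter cells stimulated with the NOD1 agonist gamma-tri-DAP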
KOR beta-arrestin-2 = KOR agonists, beta-arrestin recruitment, primary screen, cell-based, luminescence, uHTS (AID 1777). KOR beta-arrestin recruitment, luminescence; higher % means a stronger effect. activation, % at 10 µM; hits with a dose series show EC50 in µM. actives 0.02% (n = 280,000); in the data active = activation above about 50%, passing the limit was not always enough; note: a part of the inactive calls stands beside numbers as strong as those of hits
HEK293 NOD2/NF-kB = inhibition of NOD2-driven NF-kB reporter – cell-based, luminescence, uHTS, HEK293 (AID 1566); HEK293 NOD2/NF-kB luciferase reporter, luminescence; higher % means a stronger effect; one-dose inhibition, % at 4 µM; EC50 in µM for titrated hits; actives 0.63% (n = 290,000); note: many of its hits are not listed in these tables
GPR35 antagonists = GPR35 antagonists blocking zaprinast-driven arrestin recruitment, primary screen, imaging, U2OS, beta-arrestin-GFP, zaprinast agonist (AID 2058) | actives 0.052% (n = 290,000) | inhibition, % at 10 µM, or IC50 in µM where a hit was titrated | U2OS GPR35 beta-arrestin-GFP translocation imaging, zaprinast antagonism; higher % means a stronger effect;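 active = inhibition of at least 50% with at least 30 cells and total cytoplasm GFP at most 10,000,000; inconclusive = under 30 cells or total GFP of 10,000,000 plus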
HIV fusion peptide = inhibitors of HIV fusion peptide binding, primary screen, biochemical, uHTS, fluorescence dequenching (AID 1986); inhibition, % at 20 µM; hits with a dose series show IC50 in µM; cell-free peptide binding, fluorescence dequenching, 30 min; higher % means a stronger effect; actives 0.3% (n = 290,000); in the data active = inhibition mostly above about 52%, no sharp cut-off; inactive = mostly below about 76%; note: some results filed as inactive read as strong as hits
GPR55 beta-arrestin = selective activators of receptor GPR55 – imaging, U2OS cells, beta-arrestin-GFP redistribution, primary screen (AID 1961); one-dose activation, % at 10 µM; EC50 in µM for titrated hits; actives 0.048% (n = 290,000); U2OS GPR55 beta-arrestin-GFP redistribution imaging; higher % means a stronger effect;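 active = activation above 40% with more than 50 cells counted in the well; inconclusive = wells holding fewer than 50 cells, flagged as toxic or sparse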;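 note: U2OS osteosarcoma cells stably expressing GPR55 and beta-arrestin-GFP; plate controls were DMSO negative control for no effect and LPI positive control for full effect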
Myeloid diff MLP GFP+ MAC1+ % = further read-out of Myeloid diff MLP, marked with its call; GFP+ MAC1+ double positive, %; measured here: differentiation confirmed by MAC1 staining
Active calls of the source: *; i = inactive; ? = inconclusive; nt = not tested or not shown; & = joins results of further samples; [ ] = dose if it differs, or a comment. Cut-off read from the data, not from the text of the source, unless noted: active = inhibition above about 50%; inactive = the rest.

Screens in order – KOR beta-arrestin-1, GPR55 LPI antagonism, Myeloid diff MLP, Myeloid diff MLP GFP+ MAC1+ %, NOD1 inhibition, KOR beta-arrestin-2, HEK293 NOD2/NF-kB, GPR35 antagonists, HIV fusion peptide, GPR55 beta-arrestin
1: COCC(=O)Nc1cc(C)c2c(=O)oc3ccccc3c2n1
  9.5%, 2.9%, i, 1.7, -1.8%, -0.3%, -4.5%, 5.8%, 0.9%, -0.1%
2: COCc1n[nH]c(=S)n1-c1ccccc1
  0.0%, -6.0%, i, 0.4, -3.3%, -8.1%, 20.3%, -8.7%, -2.8%, -0.1%
3: Cc1ccnc(NC(=O)c2cc(S(=O)(=O)N3CCCCC3)ccc2Cl)c1
  5.7%, 14.4%, i, 0.4, 0.1%, -1.7%, 7.4%, 0.3%, -1.6%, -0.1%
4: CCCCOc1ccc(N(CC(=O)NCc2ccco2)C(=O)CCC(=O)Nc2nccs2)cc1
  -20.2%, 5.9%, i, 0.3, -32.0%, -6.3%, 13.2%, -4.5%, -0.2%, 0.1%
5: COc1ccc(Cl)cc1C(=O)Nn1c(-c2cccs2)nc2ccccc2c1=O
  -25.9%, -20.0%, i, 0.1, 67.4%, 5.6%, -0.2%, -15.3%, 0.8%, -0.3%
6: CCN1C(=O)CS/C1=N\S(=O)(=O)c1ccc(C)cc1
  -25.2%, 0.7%, i, 0.1, -61.4%, -4.6%, -6.7%, 5.2%, -0.3%, 0.5%
7: CCN(CC)S(=O)(=O)c1cccc(C(=O)N/N=C2\CCCC(=O)C2)c1
  15.1%, 1.0%, i, 1.1, 1.1%, 0.0%, 21.2%, -6.8%, 2.1%, -0.1%
8: CCCc1nc2ccccc2n1CCc1ccccc1
  21.7%, -5.7%, i, 0.0, 0.8%, 4.0%, 3.0%, 1.8%, -0.3%, -0.2%
9: Cc1[nH]c2ccccc2c1C(=O)NS(=O)(=O)Nc1ccc(Cl)cc1
  -29.0%, 6.8%, i, 0.3, -51.1%, 2.6%, -2.0%, 24.6%, 1.9%, -0.2%
10: CCOc1ccc(C(=O)N(Cc2ccc(OC)cc2)Cc2cc3cc(OC)ccc3[nH]c2=O)cc1
  -18.6%, 23.8%, i, 19.1, -60.1%, 0.1%, -9.9%, -12.5%, 2.8%, -0.1%
11: CCOC(=O)c1c(C)[nH]c(C(=O)CSc2nnnn2-c2ccc(C)cc2)c1C
  -14.3%, 3.4%, i, 6.8, -13.0%, 0.4%, 15.2%, -11.0%, 0.2%, 0.8%
12: Cc1ccc(CN2CCN(Cc3cnc(N4CCOCC4)s3)CC2CCO)cc1 (stereo unspecified)
  -42.6%[20 µM], 8.9%, i, 0.3, 0.3%, nt, 1.0%, -3.9%, 1.1%, 0.6%
13: CC(C)[C@H](NC(=O)c1ccccc1)C(=O)OCC(=O)N1CCN(C(=O)c2ccco2)CC1
  17.3%, 4.2%, i, 0.7, -15.0%, 1.6%, -5.8%, -13.9%, -0.9%, 0.6%
14: COc1ccc(-n2ccc(=O)c3c2CCCC3=O)cc1
  -52.5%, -3.4%, i, 0.7, -6.3%, -9.4%, 1.2%, -25.0%, -1.8%, 0.6%
15: O=C1C2CCCCC2C(=O)N1c1ccc(S(=O)(=O)Nc2ncccn2)cc1 (stereo unspecified)
  6.5%, -7.1%, i, 1.4, -12.4%, 0.3%, 8.4%, 7.7%, -0.6%, -0.2%
16: CN(Cc1ccon1)C(=O)CCc1nnc(Cc2ccc(-c3ccccc3)cc2)o1
  7.8%, 1.3%, i, 0.3, -29.7%, nt, -2.0%, 7.7%, -0.9%, -0.1%
17: O=C(NCCN1CCOCC1)c1c(Cl)cccc1Cl
  -3.2%[20 µM], 8.1%, i, 1.1, -17.6%, 5.6%, -1.1%, 5.2%, -1.9%, -0.2%
18: COc1cccc(NS(=O)(=O)c2ccc3[nH]cc(C(=O)N(C)Cc4ccco4)c(=O)c3c2)c1
  -15.3%, 12.4%, i, 7.2, -9.3%, -9.9%, 6.6%, 1.1%, 2.0%, -0.1%
19: COC(=O)c1cc2c(cc1Cl)SC(=NCCCN1CCOCC1)NS2(=O)=O
  27.6%, 11.9%, i, 0.4, 4.8%, nt, 21.2%, -24.1%, -2.4%, -0.1%
20: COc1ccc2c(C)cc(SC3CCOC3=O)nc2c1 (stereo unspecified)
  -45.6%[20 µM], 3.3%, i, 0.8, -1.1%, -1.3%, 9.3%, -17.5%, -1.1%, -0.1%
21: CC1=C(C(=O)Nc2ccc(Br)cc2)C(c2ccco2)NC(=O)N1 (stereo unspecified)
  -8.8%, 7.8%, i, 6.4, 1.6%, -11.0%, 9.6%, 6.1%, 0.2%, 0.0%
22: CCS(=O)(=O)N1Cc2ccccc2CC1C(=O)Nc1ncc(C)s1 (stereo unspecified)
  -8.8%, -16.6%, i, 0.3, -3.9%, 1.3%, -20.6%, -3.5%, 0.1%, -0.3%
23: CCn1c(CC(=O)Nc2ccc(F)cc2)nnc1SCC(=O)Nc1nncs1
  8.5%, -7.9%, i, 1.2, -24.7%, -8.9%, 9.3%, 0.9%, 1.0%, -0.2%
24: COc1ccccc1CNc1ncc(-c2ccc(F)cc2)n1C
  -31.7%[20 µM], 4.2%, i, 0.7, -7.7%, -0.1%, -5.9%, 6.0%, -0.7%, 0.1%
25: O=C(CCSCCc1ccccn1)Nc1ccccn1
  -42.4%, -13.8%, i, 0.7, -9.3%, 1.3%, 0.0%, 4.6%, 0.0%, -0.1%
26: Cc1nn(CC(=O)Nc2ccc(C(=O)N(C)C)cc2)c(=O)c2ccccc12
  2.5%, 3.9%, i, 0.9, -23.3%, 0.3%, 1.2%, -1.2%, 2.5%, -0.1%
27: Cc1cccc(NS(=O)(=O)c2cnc[nH]2)c1
  15.9%, -3.1%, i, 0.6, -17.5%, -1.2%, 14.3%, 4.7%, -1.8%, -0.2%
28: O=C(O)CCc1nn2c3ccccc3n(CCN3CCCCC3)c2nc1=O
  nt, 0.4%, i, 0.5, 2.2%, nt, 10.4%, 4.1%, -1.6%, -0.1%
29: CN(C)S(=O)(=O)Oc1ccccc1C(=O)Nc1cccc(C(F)(F)F)c1
  -23.1%, 4.9%, i, 1.0, -19.2%, 4.4%, -6.0%, 0.4%, 1.7%, -0.1%
30: CC/S(CC1CC1(Cl)Cl)=N\S(=O)(=O)c1ccc(C)cc1 (stereo unspecified)
  -24.2%, 3.7%, i, 0.2, 2.6%, -5.1%, 2.0%, -10.5%, 0.2%, -0.1%
31: CC(C)NC(=O)c1ccccc1NC(=O)C1COc2ccccc2O1 (stereo unspecified)
  25.4%, 6.7%, i, 0.4, -18.1%, -1.8%, 7.7%, 0.4%, -0.1%, 0.0%
32: CCCCNC(=S)NNC(=O)c1sccc1C
  10.3%, 17.5%, i, 2.5, -3.2%, 1.9%, 11.7%, -13.5%, -3.6%, 0.8%
33: O=C(CSc1ccc2nnc(-c3ccccn3)n2n1)Nc1ccccc1F
  26.4%, -13.7%, i, 2.1, 13.8%, -4.7%, -1.5%, -10.3%, -3.0%, -0.1%
34: COc1ccc(NC(=O)CN2CCN(c3ccccc3F)CC2)cc1
  2.1%, 13.3%, i, 0.6, 10.7%, -10.0%, 12.6%, 17.0%, 1.4%, 0.2%
35: C/C(=N\NC(=O)C1CC1c1ccccc1)c1ccc(C)s1 (stereo unspecified)
  16.6%, 23.4%, i, 0.6, -32.5%, -0.4%, -5.9%, 12.2%, -0.1%, 0.7%
36: CCOC(=S)SCC(=O)N1CCc2cc(OC)c(OC)cc2C1C1C(=O)CC(C)(C)CC1=O (stereo unspecified)
  1.5%, -1.2%, i, 0.5, -16.3%, 8.0%, 18.4%, -3.4%, 0.7%, 0.6%
37: Cc1nn(C)cc1CN(C)C(=O)c1cc(COc2ccc(F)cc2F)on1
  -25.4%[20 µM], 24.1%, i, 0.4, -17.4%, nt, -7.8%, 1.1%, 1.1%, -0.1%
38: COc1ccc(C2=NO[C@@H]3C(=O)N(Cc4ccccc4)C(=O)[C@H]23)c(OC)c1
  -8.1%, -1.0%, i, 0.3, -1.6%, -1.5%, 0.5%, -8.4%, -0.8%, -0.1%
39: CN(C(=O)COC(=O)CNC(=O)c1ccc2ccccc2c1)c1c(N)n(Cc2ccccc2)c(=O)[nH]c1=O
  -0.7%, 0.4%, i, 0.5, -34.7%, -0.6%, -27.0%, 6.9%, 2.3%, 0.0%
40: Cn1c(SCC(=O)NCc2ccc(F)cc2)nc2c([nH]c3ccccc32)c1=O
  -6.2%, -15.3%, nt, nt, -30.4%, 4.0%, -11.7%, 6.3%, -1.9%, -0.1%
41: COc1ccc(C(=O)/C=C/c2ccc(F)cc2)c(OC(=O)c2ccc([N+](=O)[O-])cc2)c1
  -18.6%, 3.1%, i, 0.7, -21.4%, -2.4%, -23.4%, 11.4%, -1.5%, 1.1%
42: Cc1cc(N2C(=O)C(O)=C(C(=O)c3ccco3)C2c2ccccc2F)no1 (stereo unspecified)
  -7.1%, 5.5%, i, 1.4, -9.5%, -1.9%, 30.6%, -2.0%, 0.2%, 0.0%
43: CCc1cn(S(=O)(=O)c2ccccc2OC)nc1N
  21.6%, -7.7%, i, 7.9, -3.6%, -0.1%, 11.1%, -1.7%, -1.4%, 0.2%
44: Cc1cc2ccccc2c(=O)n1CC(=O)NCC(=O)N1CCN(c2ccccc2)CC1
  -11.1%, -13.8%, i, 1.1, -3.7%, 0.7%, -3.1%, -18.6%, -1.6%, -0.1%
45: O=C1CSC(=S)N1/N=C/c1cccc(C(F)(F)F)c1
  -27.9%, 10.9%, i, 0.4, 4.7%, -6.8%, -19.7%, 9.7%, 7.4%, -0.2%
46: CCN(C(=O)c1cc2c(C)nc3ccccc3c2o1)c1cc(Cl)ccc1OC
  -14.8%, -4.4%, i, 0.5, 30.5%, 10.7%, 12.7%, -8.6%, -0.4%, -0.3%
47: Cn1c(=O)n(CC(=O)O)c(=O)c2c1nc1n2CCS1
  13.8%&-11.2%, -11.3%&5.7%, i, 0.8&0.3, 9.0%&-13.1%, -3.4%&-0.4%, 12.2%&-16.2%, 6.6%&5.4%, 1.5%&-0.5%, -0.2%&-0.1%
48: Cn1c(=O)n(Cc2ccccc2F)c2ccccc21
  19.8%, -1.4%, i, 0.6, -14.8%, -0.8%, 2.4%, -19.5%, -1.8%, -0.1%
49: CCC(C)/C(C)=N/Nc1ccc(S(N)(=O)=O)cc1[N+](=O)[O-] (stereo unspecified)
  -30.8%, 2.5%, i, 0.3, -16.9%, -0.9%, 11.8%, -14.7%, -2.5%, 0.7%
50: Cc1nn(-c2ccccc2)c(C)c1/C=N/NC(=O)c1cc(-c2ccc(Br)s2)[nH]n1
  -46.1%, -8.8%, ?, nt, -1.5%, -0.5%, -0.2%, 4.7%, 2.0%, 0.2%

Some of the compounds tested; rates above refer to the full screens.
